Source: PubChem BioAssay (National Center for Advancing Translational Sciences (NCATS))
POLK inh – qHTS for Inhibitors of Polymerase Kappa; purified Pol kappa, fluorescent DNA synthesis assay, 10 min; DNA polymerase kappa (Homo sapiens), Q9UBT6; 400,000 tested, 0.53% active; Potency, µM (top dose mostly 107 µM), inactives show at the highest dose activity, negative = inhibition, most hits filed as inhibitors; further: potency means the concentration at half of the fitted maximal effect; on the % scale 0 is the no-effect control and ±100 the full control effect
Target sequence (Q9UBT6 whole entry, looked up): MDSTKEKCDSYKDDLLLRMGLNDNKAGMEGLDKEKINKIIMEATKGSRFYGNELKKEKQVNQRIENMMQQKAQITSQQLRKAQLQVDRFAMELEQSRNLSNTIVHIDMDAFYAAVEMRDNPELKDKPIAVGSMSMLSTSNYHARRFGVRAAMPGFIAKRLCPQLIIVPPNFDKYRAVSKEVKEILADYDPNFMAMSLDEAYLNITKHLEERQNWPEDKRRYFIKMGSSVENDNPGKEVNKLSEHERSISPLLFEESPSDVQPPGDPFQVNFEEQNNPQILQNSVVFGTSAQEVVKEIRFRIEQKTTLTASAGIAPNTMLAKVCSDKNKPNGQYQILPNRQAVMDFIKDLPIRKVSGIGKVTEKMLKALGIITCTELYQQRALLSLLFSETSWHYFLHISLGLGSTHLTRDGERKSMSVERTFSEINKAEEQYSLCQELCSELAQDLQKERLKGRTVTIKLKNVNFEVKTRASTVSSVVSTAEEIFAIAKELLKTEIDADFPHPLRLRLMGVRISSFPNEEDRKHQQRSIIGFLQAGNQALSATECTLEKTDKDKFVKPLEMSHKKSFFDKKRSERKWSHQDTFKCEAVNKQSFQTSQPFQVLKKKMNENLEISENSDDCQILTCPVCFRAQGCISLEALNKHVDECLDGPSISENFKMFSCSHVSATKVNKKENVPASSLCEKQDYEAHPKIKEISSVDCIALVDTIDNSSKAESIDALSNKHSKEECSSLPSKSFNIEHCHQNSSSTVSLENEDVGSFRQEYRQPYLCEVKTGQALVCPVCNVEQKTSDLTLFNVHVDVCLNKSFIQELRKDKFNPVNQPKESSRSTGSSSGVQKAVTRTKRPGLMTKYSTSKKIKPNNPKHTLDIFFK
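Kinetic fluorescence readout at 0 and 10 min followed reaction start with substrate at 50 nM final. Beforehand, enzyme (10 nM Pol kappa) stood 15 min with compound at room temperature; buffer-only wells were negative controls.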
RXFP1 antagonist – qHTS Assay for Antagonists of the Relaxin Receptor RXFP1; Relaxin receptor 1 (Homo sapiens), Q9HBX9; HEK293-RXFP1, relaxin-stimulated cAMP HTRF, 30 min; active compounds read low; activity change, negative = inhibition, % at 57.5 µM; 350,000 tested, 0.59% active; AID 1259400, 2018;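 active means activity change of -60% or lower, but not beyond a set lower limit; inconclusive means change between -60% and -40%, or beyond the set limit; inactive means change above -40%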; further: on the % scale 0 is the no-effect control and ±100 the full control effect
APE1 inh – qHTS Assay for Inhibitors of the Human Apurinic/apyrimidinic Endonuclease 1 (APE1). DNA repair nuclease/redox regulator APEX1 (Homo sapiens), P27695. 350,000 tested, 0.35% active. recombinant APE1, TAMRA/BHQ-2 abasic DNA cleavage fluorescence. Potency, µM (doses to about 65.8 µM), inactives show at the top dose activity change, negative = inhibition, usual class: inhibitors;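 further: potency means the concentration at half of the fitted maximal effect; plate controls were vehicle for no effect and reference inhibitor for full effect; nearly all actives have a fitted effect of over 55% in size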
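Endonuclease cleavage of a quenched abasic-site DNA duplex (50 nM) by APE1 (0.75 nM) was tracked by TAMRA dequenching. Compounds were preincubated with enzyme 15 min at room temperature; data normalized to buffer-only and DMSO wells plus NSC13755 control.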
POLB inh – qHTS Assay for Inhibitors of DNA Polymerase Beta | 340,000 tested, 1.3% active | Pol beta primer extension/strand displacement, fluorescence kinetic | Potency, µM (doses to about 114 µM), for inactives: at the highest dose activity change, negative = inhibition, usual class: inhibitors | P06746 | AID 485314, 2010; further: potency means the concentration at half of the fitted maximal effect; on the % scale 0 is the no-effect control and ±100 the full control effect
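Preincubation: enzyme (10 nM) with compound, 15 min, RT. Reaction: substrate added to 50 nM final. Reads: 0 and 10 min. Analysis: normalized, Hill fit.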
Tb PGK inh – qHTS Assay to Find Inhibitors of Phosphoglycerate Kinase | Phosphoglycerate kinase, glycosomal (Trypanosoma brucei brucei), P07378 | PGK/GAPDH coupled, Kinase-Glo luminescence, 60 min | Potency, µM (doses to about 57.5 µM), without a hit: at the top dose activity change, negative = inhibition, actives largely listed as inhibitors | 380,000 tested, 0.043% active | AID 602233, 2012; further: potency means the concentration at half of the fitted maximal effect; on the % scale 0 is the no-effect control and ±100 the full control effect; nearly all actives have a fitted effect of over 60% in size
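Luminescent ATP detection (Kinase-Glo Plus) follows a 60-minute room-temperature incubation, with wells lacking PGK as controls. Buffer: 100 mM TEA (pH 7.6), 5 mM MgCl2, 0.01% Tween-20. Coupling enzyme GAPDH (100 nM final) supplies unstable 1,3-BPG in-well.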
Pol eta inh – qHTS for Inhibitors of Polymerase Eta; Potency, µM (titrated, usually from 114 µM), without a hit: top-dose activity change, negative = inhibition, most hits filed as inhibitors; DNA polymerase eta (Homo sapiens), Q9Y253; recombinant Pol eta, fluorescent DNA replication assay; 390,000 tested, 1.2% active; further: potency means the concentration at half of the fitted maximal effect; on the % scale 0 is the no-effect control and ±100 the full control effect
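Fluorescent replication assay: 50 nM final substrate added after a 15 min room-temperature compound preincubation with 10 nM enzyme. Signal taken at 0 min and again at 10 min.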
Pol iota inh – qHTS for Inhibitors of Polymerase Iota; DNA polymerase iota (Homo sapiens), Q9UNA4; Pol iota fluorescent replication assay, 10 min; Potency, µM (doses to about 115 µM), inactives show at the top dose activity, negative = inhibition, usual class: inhibitors; 390,000 tested, 1% active; further: potency means the concentration at half of the fitted maximal effect
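Pol iota at 10 nM preincubated 15 min with compounds at room temperature; reaction started with fluorescent substrate, 50 nM final. Fluorescence read kinetically at 0 and 10 min; buffer-only wells as negative control.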
Anesthetic bind – qHTS Assay for Identification of Novel General Anesthetics. Potency, µM (titrated, usually from 77.5 µM), for inactives: top-dose activity change, negative = displacement, hits mostly inhibitors. 350,000 tested, 0.074% active. Ferritin light chain (Equus caballus), P02791. apoferritin/1-aminoanthracene competitive binding, fluorescence; further: potency means the concentration at half of the fitted maximal effect; on the % scale 0 is the no-effect control and ±100 the full control effect; nearly all actives have a fitted effect of over 20% in size
Target sequence (P02791 2-175 limits assumed): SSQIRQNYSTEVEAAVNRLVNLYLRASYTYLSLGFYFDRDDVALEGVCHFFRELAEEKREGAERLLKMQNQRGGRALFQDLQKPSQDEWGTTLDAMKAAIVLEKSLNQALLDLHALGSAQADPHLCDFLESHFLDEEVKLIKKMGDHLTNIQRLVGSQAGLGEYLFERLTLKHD
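Read-out: endpoint 1-AMA fluorescence, excitation 380 nm and emission 535 nm, after compounds sit 10 min at room temperature with 10 uM horse-spleen apoferritin in 50% saturated 1-AMA/PBS. Values come from four-parameter Hill fits.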
BLM inh – qHTS Assay for Inhibitors of Bloom's syndrome helicase (BLM); RecQ-like DNA helicase BLM (Homo sapiens), P54132; recombinant BLM DNA unwinding, fluorescence dequenching; Potency, µM (doses to about 56.1 µM), inactives show at the top dose activity change, negative = inhibition, usual class: inhibitors; 350,000 tested, 0.2% active; AID 2528, 2010;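 further: potency means the concentration at half of the fitted maximal effect; plate controls were vehicle for no effect and no enzyme for full effect; nearly all actives have a fitted effect of over 35% in size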
* marks the source's active call; other numbers are inactive results; i = inactive; ? = inconclusive; nt = no result given; [ ] = dose if it differs, or a comment. Unless noted, the call rests on the fitted dose curve; in most records, active means well fitted curve in the direction sought with a large enough effect; inconclusive means small, poorly fitted or top-dose-only effect, or another doubt; inactive means no such curve, though single readings can be large; an effect the other way counts as inactive or inconclusive. Some of the compounds tested; rates above refer to the full screens.

SMILES | POLK inh | RXFP1 antagonist | APE1 inh | POLB inh | Tb PGK inh | Pol eta inh | Pol iota inh | Anesthetic bind | BLM inh
O=C(/C=C\c1cccs1)c1c(O)ccc2ccc(=O)oc12 | -5% | 2 | 7% | 3% | i | ? | ? | -10% | -4%
C=CCNC(=O)CN1N=C(c2ccc(C)cc2)CCC1=O | 0% | 1 | 25% | 7% | -3% | 0% | 191%[activator] | 6% | -3%
CCN(CC)C(=O)Cn1c(=O)n(-c2ccccc2)c(=O)c2sccc21 | 1% | 5 | 2% | 2% | -9% | -2% | ? | 1% | 2%
CCN(CCn1cccn1)C(=O)c1cccc(OC2CCN(S(C)(=O)=O)CC2)c1 | -5% | -6 | 18% | -15% | -8% | -20% | 6% | -1% | -2%
Cc1ccccc1-n1c(SCc2cccc(F)c2)nc2[nH]ncc2c1=O | -9% | 16 | 1% | -3% | -12% | -22% | 17% | -22% | -8%
CNC(=S)NNC(=O)COc1ccc(C)c(C)c1 | -10% | 1 | 1% | 5% | -3% | -1% | 172%[activator] | -8% | 2%
Cc1ccc(C)c(/C=N/Nc2nc3ccccc3c(=O)n2O)c1 | -7% | 0 | 2% | ? | 9% | ? | ? | -11% | -1%
Cc1csc(NC(=O)/C=C/c2ccc(C)o2)n1 | 0% | -10 | ? | 1% | -8% | -7% | 15% | -4% | -9%
Cc1ccc(C(=O)Nc2ccc(N3CCN(C(=O)c4ccco4)CC3)cc2)cc1 | -24% | -3 | -2% | -6% | 1% | -15% | 77%[activator] | -14% | -8%
NC(=O)Cn1nc([N+](=O)[O-])nc1Oc1ccccc1F | 1% | -11 | 0% | -8% | 2% | -24% | 122%[activator] | -7% | -3%

A few values from above:
C=CCNC(=O)CN1N=C(c2ccc(C)cc2)CCC1=O @ APE1 inh = 25%
Cc1ccccc1-n1c(SCc2cccc(F)c2)nc2[nH]ncc2c1=O @ APE1 inh = 1%

Following part.
SMILES | POLK inh | RXFP1 antagonist | APE1 inh | POLB inh | Tb PGK inh | Pol eta inh | Pol iota inh | Anesthetic bind | BLM inh
O=S(=O)(NC1CC1)c1ccc(Cl)cc1 | 7% | 0 | 8% | 2% | i | -11% | 4% | -11% | -6%
COc1ccc(-c2nc(C)ncc2N=Nc2ccccc2)cc1 | -8% | 6 | 0% | -1% | -12% | -14% | 16% | -14% | -4%
Cc1c(Br)cc(C(=O)N2CCCC2)c(C)c1C | -14% | -9 | 5% | -3% | -1% | 4% | 15% | 1% | 0%
Cc1cc(=O)c(C(=O)c2ccccc2)c(C)o1 | -1% | -12 | nt | nt | -8% | 1% | -10% | nt | nt
CCN1CCN(C(=O)NC2CCCCC2)CC1 | -5% | 4 | 6% | 0% | -3% | -7% | -1% | -5% | -5%
CC(=O)NS(=O)(=O)c1ccc(NC(=O)c2ccc3c(c2)C(=O)N(CCC(C)C)C3=O)cc1 | -16% | 8 | ? | -16% | 16% | -14% | 20% | -13% | -3%
O=C(CCc1nc2ccccc2s1)NC1CCOC1=O (stereo not drawn) | -26% | 10 | -16% | ? | i | -13% | -19% | 0% | 2%
CN(C(=O)c1cccc(NC(=O)Cc2ccc(NC(=O)C3CCN(C(=O)C4CC4)CC3)cc2)c1)C1CCC1 | 8% | nt | nt | nt | 2% | -6% | 20% | nt | nt
COC(=O)[C@H](CCSC)NC(=O)Cn1ccc(N)nc1=O | 15% | nt | 43% | nt | -1% | -6% | -3% | nt | nt
CCOc1ccccc1NC(=O)Cn1nnc(C(=O)Nc2ccc(C)c(C)c2)c1N | -17% | nt | nt | 1% | -3% | -17% | -20% | -12% | -9%
Cc1cc(C)cc(NC(=S)NCc2cccn2C)c1 | -9% | 25 | 1% | -6% | -3% | -10% | 18% | ? | -2%
C=CCC1(CC=C)CCCN1C(=O)C1CCC(=O)N(CCc2ccc(OC)cc2)C1 (stereo not drawn) | 0% | -7 | 9% | 19% | -8% | -16% | 15% | -10% | 0%
Cc1c(C(=O)N2CCCC2)oc2c1-c1nn(CC(=O)NCc3cccc(F)c3)cc1CC2 | -10% | 8 | nt | 13% | i | -18% | 24% | 2% | -1%
CS(=O)(=O)c1cccc(C(=O)Oc2ccccc2)c1 | -7% | -10 | -7% | 7% | -9% | -10% | -8% | -7% | -3%
COc1ccc(S(=O)(=O)N2CCOCC2)cc1NC(=O)COc1ccc(C)cc1 | -18% | -2 | 16% | nt | -1% | -5% | -9% | nt | nt
Cc1ccc(S(=O)(=O)C(CNS(=O)(=O)c2ccc(F)c(C(F)(F)F)c2)c2ccco2)cc1 (stereo not drawn) | -11%[60.1 µM] | -16 | nt | -2% | 8% | -7% | 36%[activator] | -13% | 3%
O=C(NCCC1=CCCCC1)c1c(O)nc2ccccn2c1=O | -6% | 12 | 40% | 4% | 0% | -11% | -1% | 2% | -5%
CCc1ccc(OCC(=O)Nc2ccc3c(c2)c2ccccc2n3CC)c(Br)c1 | -24% | 1 | nt | 0% | -3% | -3% | 46%[activator] | -6% | -1%
Nc1c(Cl)cc2c(c1Br)Cc1ccccc1-2 | 8% | -6 | nt | nt | -3% | -9% | 38%[activator] | nt | nt
Cc1cccc(NCCNc2cccc(C)c2)c1 | -22% | -17 | 0% | -7% | -8% | -2% | 3% | ? | -5%
Cc1nc(-c2ccccc2)cc(=O)[nH]1 | -11% | 1 | 11% | 3% | -2% | -9% | 27% | -6% | 1%
CC(OC(=O)c1c(F)cccc1F)C(=O)NCCC1=CCCCC1 (stereo not drawn) | -15% | 3 | 14% | nt | 8% | -8% | -25% | nt | nt
CCOC(=O)N1CCN(C(=O)C2CCN(C(=O)c3ccccc3C)CC2)CC1 | ? | -102* | nt | nt | -13% | 32µM* | ? | nt | nt
Cc1ccc(-c2cc(NC(=O)CCl)n(-c3ccccc3)n2)cc1 | -2% | 12 | -2% | ? | -3% | -8% | -2% | ? | -15%
COCCCN(C(=S)Nc1cc(Cl)cc(Cl)c1)C(C)c1ccccn1 (stereo not drawn) | 9% | -2 | 0% | 0% | -6% | -17% | -15% | 6% | -10%
CC(=O)N1c2ccccc2Oc2cc3ccccc3cc21 | -20% | -5 | -6% | -22% | 1% | -9% | 102%[activator] | 1% | -9%
Cc1cc(NC(=O)CSc2nc3ccsc3c(=O)n2CCCC(=O)NCCc2ccccc2)no1 | -12% | -79* | -6% | -6% | 7% | -27% | 60%[activator] | -16% | -4%
CNCc1c(OCc2ccccc2)ccc2ccccc12 | 5% | -8 | 10% | 7% | i | -17% | 11% | -8% | 0%
COc1ccc(C)cc1NC(=O)CCn1nc(C)cc1C | 17% | -17 | nt | ? | -14% | -19% | ? | -1% | -3%
CN(C(=O)c1cc2c(=O)n3ccccc3nc2s1)C1CCCCC1 | -11% | 0 | nt | nt | -2% | -2% | 21% | nt | nt
O=C(Oc1ccc(-c2nnco2)cc1)N(c1ccccc1)c1ccccc1 | -19% | -4 | 6% | -9% | -1% | -8% | 3% | 6% | -6%
O=C(CS(=O)(=O)c1nc(-c2ccc(Cl)cc2)cn1-c1ccccc1)Nc1cccc(Cl)c1 | -17% | ? | nt | 4% | 6% | -15% | ? | -9% | -16%
Cc1ccc(C(=O)NNC(=O)c2ccc(S(=O)(=O)N(C)c3ccccc3)cc2)cc1 | -2% | -1 | 0% | nt | -8% | -15% | 15% | nt | nt
CC1CN(CC(=O)N2CCc3[nH]c4ccccc4c3C2)CC(C)O1 (stereo not drawn) | -6% | 2 | 0% | 75% | -3% | -9% | 27% | 69%[activator] | -8%
CCc1ccc(S(=O)(=O)c2cn(Cc3ccc(OC)cc3)c3cc(OC)c(OC)cc3c2=O)cc1 | 5% | -19 | nt | 15% | 0% | -9% | -8% | ? | -3%
CCOc1ccc(N=C2SC(C(=O)Nc3ccccc3C#N)C(N)=C2C(=O)Nc2ccc(Cl)cc2)cc1 (stereo not drawn) | 0% | 9 | ? | 8% | -7% | -17% | -23% | -20% | -15%
COc1ccc(CCN=CC2=C(O)CC(C)(C)CC2=O)cc1 | 2% | 6 | 8% | -5% | -2% | -10% | 11% | -11% | -4%

Random excerpt: 2 records from the list.
SMILES | POLK inh | RXFP1 antagonist | APE1 inh | POLB inh | Tb PGK inh | Pol eta inh | Pol iota inh | Anesthetic bind | BLM inh
O=C(CS(=O)(=O)c1nc(-c2ccc(Cl)cc2)cn1-c1ccccc1)Nc1cccc(Cl)c1 | -17% | ? | nt | 4% | 6% | -15% | ? | -9% | -16%
O=C(Oc1ccc(-c2nnco2)cc1)N(c1ccccc1)c1ccccc1 | -19% | -4 | 6% | -9% | -1% | -8% | 3% | 6% | -6%

An excerpt from above in order of their number in Anesthetic bind, low to high.
molecule	POLK inh	RXFP1 antagonist	Tb PGK inh	Pol eta inh	Pol iota inh	Anesthetic bind	BLM inh
CC(=O)NS(=O)(=O)c1ccc(NC(=O)c2ccc3c(c2)C(=O)N(CCC(C)C)C3=O)cc1	-16%	8	16%	-14%	20%	-13%	-3%
O=C(CS(=O)(=O)c1nc(-c2ccc(Cl)cc2)cn1-c1ccccc1)Nc1cccc(Cl)c1	-17%	?	6%	-15%	?	-9%	-16%
O=C(NCCC1=CCCCC1)c1c(O)nc2ccccn2c1=O	-6%	12	0%	-11%	-1%	2%	-5%
